LANA DNA inh: inhibitors of KSHV LANA C-terminal domain DNA binding | 340,000 tested, 0.078% active | MBP-C-LANA/FAM-LBS DNA binding, fluorescence polarization | inhibition, % at 9 µM;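 active = highest replicate inhibition at or above 60% at 9 µM, even if other replicates fall short; inactive = all replicates below 60% inhibition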;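 also: 0% = neutral control wells and 100% = 4 µM acridine orange control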
CAL PDZ FP-1: blocks peptide binding to the human CAL PDZ domain | purified CAL PDZ, TMR-peptide fluorescence polarization, 1 h | inhibition, % at 24.9 µM | 300,000 tested, 0.92% active | AID 602252;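 active = mean inhibition of at least 30% with at least half of replicates also reaching 30%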;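 also: 0% = DMSO neutral control and 100% = excess unlabeled competitor peptide PRC23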
RTF Ca sens inh: cardiac RTF calcium desensitization; IANBD-labeled cardiac RTF, Ca2+ fluorescence; 340,000 tested, 0.12% active; inhibition, % at 7.15 µM; AID 493244; P19429+P45379;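 active = inhibition above the mean inhibition of all tested compounds plus 3 SD, cut at about 17% in these data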;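 also: assay run at fixed EC70 calcium of 1.6 mM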
DAGLB inhibitor: diacylglycerol lipase beta (human) inhibition; Q8NCG7; HEK293T DAGLB membrane lysate, EnzChek fluorogenic substrate; inhibition, % at 5.17 µM; 340,000 tested, 0.059% active; in the data active = inhibition above about 34%;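 also: 0% = enzyme with vehicle and 100% = wells lacking enzyme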
RTF Ca sens act: increases calcium sensitivity of human cardiac regulated thin filaments; 340,000 tested, 0.24% active; P19429+P45379; IANBD-labeled TnC RTF fluorescence at EC20 calcium; 0% EC20 calcium, 100% full calcium; activation, % at 7.2 µM; AID 493008;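 active = activation above the mean over all tested compounds plus 3 SD, cut at about 30% in these data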;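 also: rise in fluorescence read as greater calcium sensitivity of cardiac thin filaments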
SR-BI uptake up: enhances SR-BI lipid uptake from DiI-HDL; CHO ldlA[mSR-BI] cells, DiI-HDL uptake fluorescence, 3 h; 100 = double the neutral-control signal; activation, % at 12.5 µM; 320,000 tested, 0.096% active;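 active = mean replicate activation of at least 60% and every replicate at or above 60%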;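 also: 0% = median plate neutral-control signal and 100% = twice that signal; values of inactives mirror those of a sister screen read the other way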
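Test system: SR-BI-overexpressing, LDLR-lacking CHO cells; Medium: Ham's F12 with 0.5% BSA, HEPES 25 mM, pH 7.4; Schedule: 3 h, 37 °C; Technique: bottom-read fluorescence, 550/595 nm.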
CAL PDZ FP-2: blocks peptide binding to human CAL PDZ domain; Q9HD26; inhibition, % at 20 µM; AID 504414; 330,000 tested, 0.02% active; purified CAL PDZ, TMR-peptide fluorescence polarization, 1 h;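 active = highest replicate inhibition of at least 40%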;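 also: plate controls were DMSO neutral control wells for no effect and unlabeled competitor peptide control wells for full effect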
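Test system: purified CerCALP PDZ construct; Compound dosing: one concentration, 20 µM compound; Also added: TMR-labelled reporter peptide T*-PRC34 bound in PDZ groove; Read-out: inhibition from polarization loss; Controls: unlabelled peptide and DMSO controls; Signal: FP readout, S and P plane fluorescence; Incubation: 1 h at RT.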
Rtt109 Vps75: blocks Candida albicans Rtt109/Vps75 acetyltransferase activity | Q5AAJ8 | purified Rtt109/Vps75, ThioGlo CoA-SH fluorescence, 4 h | inhibition, % at 34.9 µM | 330,000 tested, 0.16% active;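 active = inhibition of at least 50% in every replicate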
Target sequence (Q5AAJ8 whole entry, looked up): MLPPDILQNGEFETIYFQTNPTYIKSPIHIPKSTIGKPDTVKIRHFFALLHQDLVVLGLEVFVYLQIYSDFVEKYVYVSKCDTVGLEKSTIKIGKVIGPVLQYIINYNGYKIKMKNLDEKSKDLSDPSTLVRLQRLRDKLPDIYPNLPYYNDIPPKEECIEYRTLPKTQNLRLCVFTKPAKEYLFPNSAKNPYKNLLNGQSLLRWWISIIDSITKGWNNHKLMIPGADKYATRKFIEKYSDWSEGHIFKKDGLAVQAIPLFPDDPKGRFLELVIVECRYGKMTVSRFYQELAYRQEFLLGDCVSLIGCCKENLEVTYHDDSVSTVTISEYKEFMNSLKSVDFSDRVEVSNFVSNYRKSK
PKA-R2B activ: activates the human PKA-R2B holoenzyme complex; P22694+P31323; 340,000 tested, 0.079% active; activation, % at 11.4 µM; PKA-R2B holoenzyme dissociation, Cy5-IP20 fluorescence polarization; R2B truncated from residue 108, S112A mutant; 0% DMSO only, 100% 113 µM cGMP; AID 504700;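 active = activation above a cutoff set at the mean over all compounds plus 3 SD, cut at about 18% in these data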;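 also: higher means more holoenzyme dissociation and a rise in polarization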
Target sequence (P31323 whole entry, looked up, other chains not shown, the tested form may be a part): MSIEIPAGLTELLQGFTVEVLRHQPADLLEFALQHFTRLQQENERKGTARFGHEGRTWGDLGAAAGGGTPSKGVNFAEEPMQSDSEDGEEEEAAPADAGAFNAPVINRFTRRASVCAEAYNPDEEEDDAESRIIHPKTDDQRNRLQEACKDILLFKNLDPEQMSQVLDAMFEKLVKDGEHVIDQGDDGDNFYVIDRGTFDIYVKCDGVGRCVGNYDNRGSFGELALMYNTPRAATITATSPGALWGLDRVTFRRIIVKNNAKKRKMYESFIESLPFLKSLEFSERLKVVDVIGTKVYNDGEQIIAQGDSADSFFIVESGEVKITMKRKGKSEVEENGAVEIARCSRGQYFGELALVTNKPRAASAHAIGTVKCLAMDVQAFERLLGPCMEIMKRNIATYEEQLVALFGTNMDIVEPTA
Keap1-Nrf2 PPI: Keap1-Nrf2 (human) interaction inhibition | AID 504523 | inhibition, % at 9.4 µM | Keap1 Kelch-Nrf2 peptide fluorescence polarization, 1536-well | 340,000 tested, 0.15% active; in the data active = inhibition above about 12%;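 also: human Keap1 Kelch domain with fluorescein labeled Nrf2 9mer peptide probe; 0% = neutral control wells and 100% = peptide positive control; higher means more block of Keap1 binding to Nrf2 peptide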
Active calls of the source: *; nt = not tested or not shown.

1. CCSC1=NC(C)(C)C=C(/C=C/c2ccc(Cl)cc2Cl)N1
2. N#Cc1ccccc1NC(=O)COC(=O)CCc1ccc(S(=O)(=O)N2CCCCC2)cc1
3. COc1ccc(Cl)c2sc(N3CCN(C(=O)c4ccco4)CC3)nc12
4. Cc1ccccc1Nc1nc(N)nc(CN2CCN(Cc3ccc4c(c3)OCO4)CC2)n1
5. Cc1cccnc1NS(=O)(=O)c1cccc([N+](=O)[O-])c1
Screen / compound no.	1	2	3	4	5
SR-BI uptake up	-38	20	-33	2	33
Rtt109 Vps75	5	-10	1	-4	-4
DAGLB inhibitor	-3	-2	0	2	0
LANA DNA inh	0.6	1.6	1.1	-0.9	-1.9
PKA-R2B activ	-4	-7	-7	-12	-17
CAL PDZ FP-2	-0.7	-0.5	-2.8	-0.5	-1.1
Keap1-Nrf2 PPI	-13	-6	-1	-3	-5
RTF Ca sens inh	-7	-8	-7	2	0
CAL PDZ FP-1	nt	-1	-4	5	-3
RTF Ca sens act	-1	3	-8	-5	-1

6. COc1ccccc1N1CCN(C(=O)c2oc3ccccc3c2C)CC1
7. CCCN(CCC)CCCNC(=O)c1nn(-c2cccc(OC)c2)c(=O)c2ccccc12
8. Cc1ccsc1/C=N/n1c(-c2cc(-c3ccccc3)n[nH]2)n[nH]c1=S
9. CC(C)CCC(O)(CCC(C)C)C(=O)NNc1ccccc1
10. C/C(=N\NC(=S)NCc1ccccc1)c1cccc(Br)c1
Screen / compound no.	6	7	8	9	10
SR-BI uptake up	-18	-15	nt	-24	6
Rtt109 Vps75	4	3	-2	0	14
DAGLB inhibitor	-5	0	7	-3	-4
LANA DNA inh	-0.2	0.6	1.1	1.4	-0.7
PKA-R2B activ	2	7	-10	-3	-1
CAL PDZ FP-2	-1.9	-1.7	-1.6	-0.5	-0.7
Keap1-Nrf2 PPI	2	-7	1	3	-4
RTF Ca sens inh	-2	-23	5	3	-14
CAL PDZ FP-1	1	-4	-2	-2	0
RTF Ca sens act	2	3	-13	-2	6

11. CC(C)[C@H]1COCCS(=O)(=O)N1Cc1ccccc1-c1cccc(Cl)c1
12. O=C(C1=C[C@H](c2ccc(C(F)(F)F)cc2)C[C@H](OCc2ccc(CO)cc2)O1)N1CCN(Cc2ccccc2)CC1
13. COc1cc(NC(=O)CCC(=O)Nc2ccc3nc(N4CCOCC4)cc(C)c3c2)cc(OC)c1OC
14. O=C(NCc1ccc(Cl)cc1)C1CCCN(c2ncnc3c2nc2n3CCCCC2)C1 (stereo unspecified)
15. O=C(Nc1nnc(S(=O)(=O)N2CCOCC2)s1)c1ccccc1Br
Screen / compound no.	11	12	13	14	15
SR-BI uptake up	21	25	nt	nt	6
Rtt109 Vps75	2	-4	7	0	5
DAGLB inhibitor	-8	-2	0	2	0
LANA DNA inh	1.4	-1.0	-5.1	1.2	0.3
PKA-R2B activ	-1	-8	5	3	-1
CAL PDZ FP-2	-0.5	0.2	-1.7	-3.6	-1.0
Keap1-Nrf2 PPI	-4	-10	5	-8	-2
RTF Ca sens inh	-4	0	5	3	0
CAL PDZ FP-1	-2	-1	-7	-1	nt
RTF Ca sens act	-2	13	-5	0	6

Of the compounds above, two have two or more sulfur atoms:
8. Cc1ccsc1/C=N/n1c(-c2cc(-c3ccccc3)n[nH]2)n[nH]c1=S
15. O=C(Nc1nnc(S(=O)(=O)N2CCOCC2)s1)c1ccccc1Br
Screen / compound no.	8	15
SR-BI uptake up	nt	6
Rtt109 Vps75	-2	5
DAGLB inhibitor	7	0
LANA DNA inh	1.1	0.3
PKA-R2B activ	-10	-1
CAL PDZ FP-2	-1.6	-1.0
Keap1-Nrf2 PPI	1	-2
RTF Ca sens inh	5	0
CAL PDZ FP-1	-2	nt
RTF Ca sens act	-13	6

Next section:
16. COc1ccc(NC(C)C(=O)N/N=C/c2c(O)ccc3ccccc23)cc1 (stereo unspecified)
17. Cc1cccc(N2CCN(S(=O)(=O)c3cnc[nH]3)CC2)c1C
18. Cc1ccc(C(=O)COC(=O)c2cccc(O)c2)s1
19. CC(C)CCNC(=O)[C@@H](NC(=O)c1c(F)cccc1F)C(C)C
20. CCN1C(=O)C(CC(=O)Nc2ccc(OC)cc2)N(Cc2ccco2)C1=S (stereo unspecified)
Screen / compound no.	16	17	18	19	20
SR-BI uptake up	-2	nt	-1	25	11
Rtt109 Vps75	-1	-13	-22	nt	3
DAGLB inhibitor	2	-1	-1	-2	-1
LANA DNA inh	0.0	0.8	-0.3	-0.4	0.3
PKA-R2B activ	2	-6	1	-8	0
CAL PDZ FP-2	-1.6	0.0	-0.4	-1.5	-0.4
Keap1-Nrf2 PPI	-1	-3	0	1	1
RTF Ca sens inh	-7	-3	10	-1	1
CAL PDZ FP-1	-15	nt	-6	14	-1
RTF Ca sens act	-1	-1	-10	-5	1

21. C[C@@H](NC(=O)c1ncn(Cc2ccccc2)c1C(=O)N[C@H](C)c1ccccc1)c1ccccc1
22. COc1cc(OC)cc(OC(=O)C2CCN(C3=NS(=O)(=O)c4ccccc43)CC2)c1
23. O=C(CSCc1ccc(Cl)cc1)NCc1ccc2c(c1)OCO2
24. CC(=O)OCC1(C)CN(c2ccccc2)N(C(=O)c2ccc(C(C)(C)C)cc2)C1=O (stereo unspecified)
25. Cc1cc(-c2nnc(CCC(=O)NCc3cccc(C(F)(F)F)c3)o2)no1
Screen / compound no.	21	22	23	24	25
SR-BI uptake up	14	15	13	25	1
Rtt109 Vps75	6	3	-6	nt	-15
DAGLB inhibitor	-9	-8	-5	-2	0
LANA DNA inh	2.4	1.4	4.0	-0.2	-0.5
PKA-R2B activ	-6	-17	-7	13	-18
CAL PDZ FP-2	0.0	-0.9	-0.3	-2.3	-2.3
Keap1-Nrf2 PPI	-1	-6	4	-3	-6
RTF Ca sens inh	-3	-3	1	0	0
CAL PDZ FP-1	-4	-2	-5	0	2
RTF Ca sens act	-2	-3	-6	-2	4

Some of these compounds in order of the PKA-R2B activ value, highest first.
# | SMILES | SR-BI uptake up | Rtt109 Vps75 | DAGLB inhibitor | LANA DNA inh | PKA-R2B activ | CAL PDZ FP-2 | Keap1-Nrf2 PPI | CAL PDZ FP-1 | RTF Ca sens act
19 | CC(C)CCNC(=O)[C@@H](NC(=O)c1c(F)cccc1F)C(C)C | 25 | nt | -2 | -0.4 | -8 | -1.5 | 1 | 14 | -5
8 | Cc1ccsc1/C=N/n1c(-c2cc(-c3ccccc3)n[nH]2)n[nH]c1=S | nt | -2 | 7 | 1.1 | -10 | -1.6 | 1 | -2 | -13
5 | Cc1cccnc1NS(=O)(=O)c1cccc([N+](=O)[O-])c1 | 33 | -4 | 0 | -1.9 | -17 | -1.1 | -5 | -3 | -1

(continued)
26. C#CCOCCOCCOCCNc1nc(N2CCN(C(=O)[C@H]([C@@H](C)CC)n3cc(CCCN=C(N)N)nn3)CC2)nc(N2CCN(C(=O)[C@H](CCCCN)n3cc(CC(C)O)nn3)CC2)n1 (stereo partly specified)
27. COc1cccc(NC(=O)Nc2cc(C(=O)NCC3CCCO3)ccc2N2CC3CC(C2)c2cccc(=O)n2C3)c1 (stereo unspecified)
28. COc1ccc(C(=O)Nc2ccccc2C(=O)N2CCCCCC2)cc1OC
29. OC1(c2cccs2)CN(c2ccccc2)C2=[N+]1CCCC2 (stereo unspecified)
30. COCCN(CCOC)C(=O)COC(=O)c1cc([N+](=O)[O-])ccc1Cl
Screen / compound no.	26	27	28	29	30
SR-BI uptake up	14	18	7	-1	-10
Rtt109 Vps75	-17	5	-9	16	-8
DAGLB inhibitor	-1	3	0	0	-3
LANA DNA inh	0.4	0.0	-0.7	-5.3	17
PKA-R2B activ	3	2	-4	-4	-2
CAL PDZ FP-2	0.2	-3.2	-0.6	0.7	-0.8
Keap1-Nrf2 PPI	-9	-1	-1	-5	5
RTF Ca sens inh	7	-2	-1	3	4
CAL PDZ FP-1	2	-2	-6	9	1
RTF Ca sens act	-4	-2	-5	-1	-6

31. Cc1ccc(CNc2ccc3c(c2)nc(C)n3C)cc1
32. CCOC(=O)c1cnc(SCc2nc(N)nc(Nc3ccc(OC)cc3)n2)nc1N
33. Cc1ccc(C(=O)CCC(=O)NN2C(=O)NC3(CCCCC3)C2=O)cc1
34. O=C(CN1CCCC1c1cccs1)N1CCN(S(=O)(=O)c2ccccc2)CC1 (stereo unspecified)
35. CC(C)CNC(=O)CN(c1cccc(Cl)c1)S(C)(=O)=O
Screen / compound no.	31	32	33	34	35
SR-BI uptake up	5	1	21	-7	-8
Rtt109 Vps75	1	nt	-1	10	-2
DAGLB inhibitor	-1	-3	0	3	0
LANA DNA inh	-1.0	-0.9	1.1	-0.3	0.7
PKA-R2B activ	3	7	-3	9	7
CAL PDZ FP-2	-0.8	-1.9	-1.8	-0.8	0.2
Keap1-Nrf2 PPI	0	1	-6	0	-7
RTF Ca sens inh	1	-7	-27	-9	-13
CAL PDZ FP-1	3	-1	-1	-11	-6
RTF Ca sens act	-2	-1	2	0	8

36. Cc1[nH]c(=O)[nH]c(=O)c1CSCC(=O)OCC(=O)Nc1ccccn1
37. CC1(C)N=C(c2ccccc2)C(=O)N1
38. CCN1CC(CN(C)Cc2nc(Cc3ccccc3)no2)CC1=O (stereo unspecified)
39. COc1cc(-c2nnc(-c3ccco3)o2)ccc1OCc1ccccc1
40. Cc1ccc(C2=NN(C(=O)c3ccco3)C(O)(C(F)(F)F)C2)cc1 (stereo unspecified)
Screen / compound no.	36	37	38	39	40
SR-BI uptake up	nt	-12	16	-27	9
Rtt109 Vps75	-2	9	-2	-3	17
DAGLB inhibitor	-3	-1	2	-4	-3
LANA DNA inh	2.2	1.3	1.5	-0.1	1.7
PKA-R2B activ	-12	3	3	-1	0
CAL PDZ FP-2	-3.2	-2.0	-0.3	-4.6	-7.9
Keap1-Nrf2 PPI	-4	-2	-2	-2	-4
RTF Ca sens inh	-6	6	1	3	4
CAL PDZ FP-1	-2	1	5	-4	-3
RTF Ca sens act	1	13	0	-5	2

41. CC1CCCC(NC(=O)C2CCC(CNc3c(N4CCCCC4)c(=O)c3=O)CC2)C1C (stereo unspecified)
42. CCCCS(=O)(=O)N1CCCC(C(=O)Nc2ccc3c(c2)CCC3)C1 (stereo unspecified)
43. Brc1cccc(-c2nnc(SCc3nc4ccccc4[nH]3)o2)c1
44. COc1ccc(-c2nc(CS(=O)CC(=O)NCCCN3CCCC(C)C3)c(C)o2)cc1OC (stereo unspecified)
Screen / compound no.	41	42	43	44
SR-BI uptake up	nt	-20	21	8
Rtt109 Vps75	-7	-7	0	-2
DAGLB inhibitor	-2	-2	-15	1
LANA DNA inh	-2.1	-2.8	-1.2	-0.6
PKA-R2B activ	-8	1	-5	0
CAL PDZ FP-2	-2.2	0.7	-1.4	-1.5
Keap1-Nrf2 PPI	-8	-1	-8	-4
RTF Ca sens inh	-15	-13	0	-6
CAL PDZ FP-1	-1	0	-2	-4
RTF Ca sens act	0	-1	-3	0
